TRPML3 agonist: human mucolipin-3 channel agonism; Q8TDD5; HEK293 TRPML3-YFP, Fluo-8 calcium fluorescence; 100% = the carbachol control signal; activation, % at 3 µM; 220,000 tested, 0.29% active;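 active = activation above its plate's cutoff, the mean activation of the plate's test wells plus 3 SD, cut at about 12% in these data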;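 note: 0% = DMSO only wells and 100% = carbachol wells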
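Material: TRPML3-YFP stable HEK293 cells | Dosing: One concentration, 3 µM nominal, 0.3% DMSO | Timing: 125 s total fluorescence read per well | Technique: Fluo-8 calcium dye fluorescence, ex 470-495, em 515-575 nm | Measure: Percent activation from peak-to-basal fluorescence ratio, scaled between DMSO and carbachol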
CHOP inh: CHOP inhibition in unfolded protein response | CHO-K1 CHOP-promoter luciferase, tunicamycin-induced, 15-18 h | inhibition, % at 10 µM | 220,000 tested, 3.8% active | AID 2732;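 active = compounds that reduced the stress-induced luciferase reporter signal by more than about 70% of percent inhibition, limit read from the data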;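 note: 0% = tunicamycin plus vehicle and 100% = wells without tunicamycin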
zfTRPN1 agonist: agonists of zebrafish TRPN1 channel. 220,000 tested, 0.18% active. activation, % at 3 µM. HEK293 zebrafish TRPN1-YFP, Fluo-8 calcium fluorescence; 100% = response to 87 µM carbachol. AID 1424;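 active = activation above its plate's cutoff, the mean activation of test wells on that plate plus 3 SD, cut at about 19% in these data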;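 note: 0% = DMSO alone and 100% = 87 µM carbachol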
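Material: zebrafish TRPN1-YFP in HEK293 cells; Doses: single test compound dose, 3 µM nominal, 0.3% DMSO; Timing: dye loading 1 h at 37 °C, then 30 min room temperature; Technique: intracellular calcium fluorescence with Fluo-8; Benchmarks: high carbachol 87 µM, low DMSO alone.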
RBBP9 inh: inhibitors of human serine hydrolase RBBP9. O75884. recombinant RBBP9, FP-Rh probe fluorescence polarization. inhibition, % at 7.94 µM. 220,000 tested, 0.2% active;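 active = inhibition above the campaign mean of all tested compounds plus 3 SD, cut at about 14% in these data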;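 note: plate controls were DMSO wells with RBBP9 for no effect and wells lacking RBBP9 protein for full effect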
Target sequence (O75884 whole entry, looked up): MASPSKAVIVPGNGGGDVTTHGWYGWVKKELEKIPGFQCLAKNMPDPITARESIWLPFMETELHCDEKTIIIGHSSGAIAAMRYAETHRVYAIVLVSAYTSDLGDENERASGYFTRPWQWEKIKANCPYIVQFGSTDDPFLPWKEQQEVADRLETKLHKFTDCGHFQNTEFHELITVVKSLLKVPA
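System: RBBP9 protein / Buffer or medium: Tris/NaCl buffer pH 8.0 with 0.1% Pluronic / Probe or stimulus: Serine-hydrolase probe FP-Rh, 375 nM pre-mixing / Dosing: 7.94 µM single dose, 0.794% DMSO / Times: enzyme-compound preincubation 30 min, then probe labeling 45 min, 25 °C / Technique: fluorescence polarization (mP), excitation 525 nm, emission 598 nm / Replication: singlicate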
TNF necrop inh: TNF-alpha cell death inhibition in Jurkat FADD-/- cells; Jurkat FADD-/- TNF necroptosis rescue, ATP luminescence, 24 h; 0 = TNF only, 100 = no-TNF cells; activation (protection from cell death), % at 10 µM; 220,000 tested, 0.068% active; AID 463075;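 active = activation, meaning protection from cell death, of at least 50% relative to plate controls; inactive = activation below 50%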;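 note: necroptosis triggered by 40 ng/mL TNF-alpha added together with compound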
Ba/F3 V617F tox: loss of viability in JAK2V617F-driven Ba/F3 cells; Ba/F3 EpoR-JAK2V617F viability, ATP luminescence; inhibition, % at 5.6 µM; 220,000 tested, 1.1% active;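 active = inhibition above the campaign mean plus 3 SD over all tested compounds, cut at about 24% in these data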;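 note: cytokine-independent growth of Ba/F3 cells driven by EpoR plus mutant JAK2; 0% = DMSO-treated cells and 100% = JAK inhibitor I control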
PPC-1+TRAIL kill: kills PPC-1 cancer cells in the presence of TRAIL; cell killing (% activity), % at 4 µM; AID 1443; 220,000 tested, 0.41% active; PPC-1 cells + TRAIL, ATPLite viability luminescence;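 active = cell killing above 50% in the first pass at 4 µM, then a duplicate retest at 5 µM averaging 50% or more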;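 note: plate controls were cells with TRAIL plus DMSO for no effect and medium-only wells lacking cells for full effect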
BaF3 tox: parental Ba/F3 viability inhibition as JAK2V617F counter-screen. CellTiter-Glo ATP luminescence. inhibition, % at 5.6 µM. 220,000 tested, 1.1% active. AID 1486;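 active = inhibition above a per-campaign cutoff, the mean inhibition of all tested compounds plus 3 SD, cut at about 27% in these data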;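 note: 0% = DMSO wells and 100% = JAK Inhibitor I control wells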
Wee1 degr inh: inhibitors of human Wee1 degradation | reporter increase, % at 5 µM | 220,000 tested, 1.2% active | AID 1321 | HeLa Luc-Wee1K328M stability, luciferase luminescence; 100% = proteasome inhibitor MG132 effect | P30291;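 active = activation above the mean of all tested compounds plus 3 SD, set per screening run, cut at about 8.8% in these data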;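 note: cells exposed to compound for 20 h before luminescence read; 0% = DMSO alone and 100% = MG132 at 30 µM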
Target sequence (P30291 whole entry K328M): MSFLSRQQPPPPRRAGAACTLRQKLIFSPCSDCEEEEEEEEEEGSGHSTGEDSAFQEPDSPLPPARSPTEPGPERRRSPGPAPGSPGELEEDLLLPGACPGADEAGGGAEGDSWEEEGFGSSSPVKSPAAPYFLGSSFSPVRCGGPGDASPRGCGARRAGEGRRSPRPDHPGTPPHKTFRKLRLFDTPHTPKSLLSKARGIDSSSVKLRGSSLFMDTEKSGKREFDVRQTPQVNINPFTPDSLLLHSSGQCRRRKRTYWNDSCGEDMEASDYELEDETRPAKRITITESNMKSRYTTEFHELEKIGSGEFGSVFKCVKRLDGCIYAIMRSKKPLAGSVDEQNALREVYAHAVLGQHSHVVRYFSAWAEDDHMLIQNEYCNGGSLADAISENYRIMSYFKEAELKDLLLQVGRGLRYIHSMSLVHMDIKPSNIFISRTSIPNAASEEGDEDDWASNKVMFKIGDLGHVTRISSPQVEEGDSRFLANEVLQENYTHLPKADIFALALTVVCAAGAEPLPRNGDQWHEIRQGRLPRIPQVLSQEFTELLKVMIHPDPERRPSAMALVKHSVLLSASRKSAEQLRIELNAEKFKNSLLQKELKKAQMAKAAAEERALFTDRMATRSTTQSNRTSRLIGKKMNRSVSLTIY
* marks the source's active call; other numbers are inactive results; x = no result given.

The first seven records (preview)
Second line of a record: Wee1 degr inh | zfTRPN1 agonist | TRPML3 agonist | PPC-1+TRAIL kill | TNF necrop inh | BaF3 tox | CHOP inh | RBBP9 inh | Ba/F3 V617F tox
1: Cc1n[nH]c(C)c1-c1nc2ccccc2[nH]1
    -2 | -0.2 | -0.5 | 12 | -4.5 | -1 | 40 | 2 | -4
2: NS(=O)(=O)c1ccc(CNC(=O)/C=C/c2cccc([N+](=O)[O-])c2)cc1
    0 | 1.1 | 0.2 | 0 | 0.0 | -1 | 4 | -3 | -4
3: CCOc1ccc(OCc2ccc(C(=O)O)o2)cc1
    -3 | 2.0 | 0.5 | -20 | 0.8 | -1 | -13 | 0 | -3
4: Cn1cc(/C=C2/SC(=O)N(CC(=O)Nc3ccc4c(c3)OCO4)C2=O)c2ccccc21
    5 | 0.0 | 0.7 | 1 | -2.7 | 2 | 33 | -4 | 0
5: COc1ccc(C(=O)N2CCN=C2SCc2cccnc2)cc1OC
    -3 | 1.0 | -0.2 | -24 | -2.0 | -2 | -8 | -6 | -3
6: COc1ccc(CCNC(=O)c2cnc3n(c2=O)CCS3)cc1OC
    5 | -0.3 | 0.0 | 28 | -0.7 | 3 | -7 | 1 | -4
7: CCOC(=O)CCC(NC(=O)CCCCC(=O)NC(CCC(=O)OCC)C(=O)OCC)C(=O)OCC (configuration not stated)
    3 | 0.7 | 1.1 | 12 | 1.2 | 4 | -8 | 3 | -2

The whole of this part, from the first entry:
Second line of a record: Wee1 degr inh | zfTRPN1 agonist | TRPML3 agonist | PPC-1+TRAIL kill | TNF necrop inh | BaF3 tox | CHOP inh | RBBP9 inh | Ba/F3 V617F tox
1: Cc1n[nH]c(C)c1-c1nc2ccccc2[nH]1
    -2 | -0.2 | -0.5 | 12 | -4.5 | -1 | 40 | 2 | -4
2: NS(=O)(=O)c1ccc(CNC(=O)/C=C/c2cccc([N+](=O)[O-])c2)cc1
    0 | 1.1 | 0.2 | 0 | 0.0 | -1 | 4 | -3 | -4
3: CCOc1ccc(OCc2ccc(C(=O)O)o2)cc1
    -3 | 2.0 | 0.5 | -20 | 0.8 | -1 | -13 | 0 | -3
4: Cn1cc(/C=C2/SC(=O)N(CC(=O)Nc3ccc4c(c3)OCO4)C2=O)c2ccccc21
    5 | 0.0 | 0.7 | 1 | -2.7 | 2 | 33 | -4 | 0
5: COc1ccc(C(=O)N2CCN=C2SCc2cccnc2)cc1OC
    -3 | 1.0 | -0.2 | -24 | -2.0 | -2 | -8 | -6 | -3
6: COc1ccc(CCNC(=O)c2cnc3n(c2=O)CCS3)cc1OC
    5 | -0.3 | 0.0 | 28 | -0.7 | 3 | -7 | 1 | -4
7: CCOC(=O)CCC(NC(=O)CCCCC(=O)NC(CCC(=O)OCC)C(=O)OCC)C(=O)OCC (configuration not stated)
    3 | 0.7 | 1.1 | 12 | 1.2 | 4 | -8 | 3 | -2
8: O=C1/C(=C\c2cccnc2)CN(Cc2ccccc2)C/C1=C\c1cccnc1
    -1 | 0.6 | -0.1 | 34 | 1.2 | 4 | 67 | -6 | 2
9: COc1cc(NC(=O)c2cc(C)nc3ccccc23)cc(OC)c1OC
    6 | 0.9 | 0.3 | 0 | -0.1 | 3 | 9 | -10 | 1
10: Cc1occc1C(=O)NNC(=S)Nc1ccccc1
    4 | 0.8 | 0.7 | -4 | -3.6 | 2 | -55 | -6 | 4
11: COc1ccc(C2C(C(=O)N3CCOCC3)CCC(=O)N2c2cc(OC)c(OC)c(OC)c2)cc1 (configuration not stated)
    5 | 0.6 | 0.2 | 19 | -1.0 | 6 | -3 | -2 | 3
12: Cc1ccc(NCc2nnc(SCC(=O)O)n2Cc2ccccc2)cc1Cl
    7 | -0.3 | 0.1 | 28 | 1.3 | 2 | -10 | 3 | 2
13: CCOc1c2ccc(C(=O)NCc3ccc(OC)cc3)cc2nn1CCOC
    1 | -0.3 | 0.0 | 18 | -1.2 | 0 | 23 | 0 | -2
14: COc1ccc(C2C3=C(CC(C)(C)CC3=O)Nc3c2c(=O)[nH]c2nc(C)nn32)cc1 (configuration not stated)
    -1 | 1.5 | 0.3 | 10 | -2.6 | 5 | -3 | -2 | 0
15: COc1ccc(S(=O)(=O)Nc2nc3ccccc3nc2NCc2ccc3c(c2)OCO3)cc1
    -3 | 0.8 | 1.3 | 14 | 2.3 | 0 | 11 | -2 | -6
16: COc1ccc(C(=O)Nc2ccc3nc(C)sc3c2)cc1OC
    1 | 0.0 | 0.6 | 14 | 0.5 | -1 | -3 | 3 | -1
17: CCOc1ccc2nc(C(C)O)[nH]c2c1 (configuration not stated)
    -1 | -0.4 | 0.9 | -9 | -0.4 | 6 | 9 | -8 | -1
18: CN(C)S(=O)(=O)c1ccc(Cl)c(NC(=O)CN2CCc3ccccc3C2)c1
    0 | 0.7 | 0.5 | 7 | -0.2 | 13 | 10 | -1 | 1
19: CC1(C)Cc2ccccc2C(=NCCCCCC(=O)O)N1
    -2 | -0.2 | 0.5 | 5 | -1.7 | 0 | -19 | -5 | 0
20: CCCCCOP(=O)(c1ccccc1)c1ccccc1
    -1 | -2.8 | -1.4 | -15 | -1.0 | 4 | 16 | 0 | -2

More structures
Second line of a record: Wee1 degr inh | zfTRPN1 agonist | TRPML3 agonist | PPC-1+TRAIL kill | TNF necrop inh | BaF3 tox | CHOP inh | RBBP9 inh | Ba/F3 V617F tox
21: CCOc1ccc2c(C)c(C(=O)O)oc2c1OCC
    0 | 0.1 | 0.5 | -7 | -1.7 | 0 | -13 | -5 | 0
22: CCOC(=O)c1nc(C)nc(Sc2n[nH]c(-c3ccc(C(C)(C)C)cc3)n2)c1C
    1 | -1.2 | -0.5 | 7 | -2.0 | 4 | 15 | -4 | 1
23: COc1ccc(S(=O)(=O)N2c3cc(C)ccc3OCC2C(C)(C)C)cc1 (configuration not stated)
    3 | -0.2 | 0.2 | 26 | -17 | 3 | 58 | -7 | -2
24: O=C1c2ccccc2C(=O)N1c1ncc(Cc2ccc(Cl)cc2)s1
    0 | -0.9 | 0.8 | -11 | -5.4 | 3 | 64 | -4 | -2
25: O=C(COc1ccccc1)N1CCc2ccccc21
    2 | -1.2 | 0.5 | 17 | 3.2 | 12 | -5 | -2 | 5
26: Cc1cc(C)nc(Nc2n[nH]c(COc3ccccc3)n2)n1
    4 | -0.7 | 1.1 | 2 | 0.6 | 5 | -30 | -2 | -1
27: O=C(c1ccc(COCC(F)(F)F)o1)N1CCCCCC1
    1 | 0.7 | 0.2 | 4 | -2.4 | 4 | 9 | 1 | -1
28: O=C(Cc1ccccc1)N/N=C/c1ccccc1OCc1ccc(Cl)cc1
    4 | 1.6 | 0.3 | -7 | -4.5 | 0 | 19 | -10 | -3
29: Cn1c(CSCc2ccccc2)n[nH]c1=S
    0 | -0.9 | 0.5 | 19 | 0.0 | 4 | 31 | -2 | -3
30: S=C(Nc1ccc(Cl)cc1)c1sc(N2CCCCC2)nc1N1CCOCC1
    0 | 0.4 | 0.8 | 15 | 1.9 | 6 | -24 | -3 | 3
31: O=C(Nc1cc(Cl)c(O)c(Cl)c1)C1CCCO1 (configuration not stated)
    0 | 0.4 | 0.6 | 23 | -1.6 | 7 | 4 | -5 | 4
32: COc1ccc(CN(C(=O)c2cc3ccccc3oc2=O)C2CCCC2)cc1
    0 | -1.2 | -1.1 | 6 | -0.3 | 4 | 15 | -13 | 1
33: CCOc1ccc(NC(=O)C(CC)NC(=O)c2ccccc2CO)cc1 (configuration not stated)
    -4 | 1.4 | 0.5 | -8 | -1.2 | -2 | 76* | -11 | 3
34: Cc1cc(NC(=O)CSc2nnc(C3COc4ccccc4O3)n2C)no1 (configuration not stated)
    22* | 0.3 | 0.2 | 9 | -0.4 | 9 | 14 | -5 | 4
35: Cc1ccc(N2C(=O)c3oc4ccccc4c(=O)c3C2c2cccc(O)c2)nc1 (configuration not stated)
    -2 | 3.0 | -0.2 | x | -4.1 | 5 | x | -8 | -1
36: CCOC(=O)c1c(C)oc2c1C(=O)c1ccccc1C2=O
    4 | 2.1 | 1.6 | 10 | -8.6 | 15 | 42 | 3 | 8
37: CCc1nnc(NC(=O)c2cccs2)s1
    3 | 1.1 | 0.7 | 2 | -0.2 | 2 | 10 | 1 | 4
38: COc1ccc(C(=O)N2CCCC2)cc1S(=O)(=O)N1CCOCC1
    1 | -0.3 | 0.7 | 19 | 0.4 | 1 | -24 | 5 | -3
39: O=C(C1=C[C@H](C2CCCCC2)C[C@H](OCCCCO)O1)N1CCOCC1
    1 | 1.3 | 0.7 | 14 | 0.6 | 1 | -8 | -6 | 3
40: CCOC(=O)CCNC(=O)Nc1ccc2nc(C)n(Cc3cccc(Cl)c3)c(=O)c2c1
    0 | 3.5 | 1.4 | 5 | 1.1 | 5 | -2 | -6 | 3

Later entries
Second line of a record: Wee1 degr inh | zfTRPN1 agonist | TRPML3 agonist | PPC-1+TRAIL kill | TNF necrop inh | BaF3 tox | CHOP inh | RBBP9 inh | Ba/F3 V617F tox
41: COc1ccc(Nc2nc(N3CCCC3)nc(N3CCCC3)n2)c(OC)c1
    -1 | -0.8 | 1.7 | 20 | 3.3 | -1 | 65 | 6 | -5
42: Cc1c(Cl)cnc(NC(=O)COC(=O)c2cccc(S(=O)(=O)N3c4ccccc4CC3C)c2)c1Cl (configuration not stated)
    -2 | -1.3 | 0.0 | 7 | 1.8 | 3 | 53 | -4 | -3
43: Cc1cc(C)cc(N(CC(=O)NCc2ccco2)C(=O)c2snc(C(N)=O)c2N)c1
    3 | -1.1 | 0.0 | -12 | -1.8 | 2 | -2 | -5 | -6
44: COc1ccc2cc(-c3csc(-c4cccnc4)n3)ccc2c1
    4 | -0.6 | 0.0 | -15 | -0.2 | 7 | 7 | -2 | 2
45: C=CCn1c(SCC(=O)Nc2cccc(C(=O)OC)c2)nnc1C(C)NC(=O)c1cccs1 (configuration not stated)
    1 | -0.6 | 0.1 | 21 | -0.3 | 2 | 2 | -3 | -4

From PubChem
